Assay outcomes: PubChem, National Center for Advancing Translational Sciences (NCATS)
SMN2 splice up – increases expression of the SMN2 splice variant; HEK293 SMN2-luciferase splicing reporter, luminescence, 30-36 h; AID 1458; 210,000 compounds, 2.8% hits; Potency, µM (titrated, usually from 46.1 µM), for the others: at the top dose activity change, positive = activation, hits mostly activators; also: % of control where 0% means no effect; nearly all actives have a fitted effect of over 55% in size
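HEK293 cells carry an SMN2 […]–luciferase reporter in which exon 7 inclusion puts luciferase in frame. Cells were plated 10-12 h before compound addition, then incubated 30-36 h at 37C. ONE-Glo luminescence was read; sodium butyrate at 4.5 mM final served as control.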
KDM4E inh – inhibitors of human JMJD2E histone demethylase | B2RXH2 | JMJD2E catalytic domain, FDH-coupled NADH fluorescence (FDH is formaldehyde dehydrogenase) | Potency, µM (doses to about 57.1 µM), for the others: at the top dose activity change, negative = inhibition, hits mostly inhibitors | 230,000 compounds, 1.6% hits | AID 2147; active = well fitted inhibition curve with a large enough effect, not every such curve was filed as active; inconclusive = small, poorly fitted or top-dose-only effect, or another doubt; inactive = no such curve, though single readings can be large or run the other way;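 also: 0% = wells with enzyme and -100% = buffer wells without enzyme; nearly all actives have a fitted effect of over 50% in size; many of its hits are not listed in these tables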
Target sequence (B2RXH2 1-337 limits assumed): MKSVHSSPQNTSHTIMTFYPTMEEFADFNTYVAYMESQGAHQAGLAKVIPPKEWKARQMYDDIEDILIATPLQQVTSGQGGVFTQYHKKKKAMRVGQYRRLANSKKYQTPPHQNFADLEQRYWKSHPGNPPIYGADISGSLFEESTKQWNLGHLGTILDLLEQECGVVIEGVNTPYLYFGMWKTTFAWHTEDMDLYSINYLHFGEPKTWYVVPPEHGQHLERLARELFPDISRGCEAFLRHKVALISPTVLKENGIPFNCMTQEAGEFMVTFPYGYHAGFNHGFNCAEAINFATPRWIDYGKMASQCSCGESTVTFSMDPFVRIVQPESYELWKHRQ
ALDH1A1 inh – blocks purified human ALDH1A1 activity | P00352 | Potency, µM (titrated, usually from 75.3 µM), for the others: at the highest dose activity, negative = inhibition, most hits filed as inhibitors | AID 1030 | 220,000 compounds, 7.3% hits | Purified ALDH1A1, NADH fluorescence, propionaldehyde substrate; active = well fitted inhibition curve with a large enough effect, not every such curve was filed as active; inconclusive = small, poorly fitted or top-dose-only effect, or another doubt; inactive = no such curve, though single readings can be large or run the other way;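 also: plate controls were no enzyme wells and a reference inhibitor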
TRb SRC2 PPI – disrupts binding of human TR beta to SRC2 | Potency, µM (top dose mostly 106 µM), without a hit: at the highest dose activity change, negative = inhibition, actives largely listed as inhibitors | TRbeta-SRC2 peptide binding, fluorescence polarization; receptor liganded with 1 µM T3 | 280,000 compounds, 0.065% hits | P10828;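 also: plate controls were bound peptide for no effect and peptide without receptor for full effect; nearly all actives have a fitted effect of over 50% in size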
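Decrease in fluorescence polarization of 20 nM Texas Red SRC2 coactivator peptide flagged inhibition of its binding to 0.6 uM TRb LBD; 1 uM T3 included, incubation 5 hr, ex 555/em 632 nm.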
GoLoco inh red – blocks human Gai1 binding to RGS12 GoLoco peptide, red readout. P63096. Gai1:RGS12 GoLoco peptide FP, rhodamine, 10 min. Potency, µM (series often up to 61.6 µM), inactives show top-dose activity, negative = inhibition, most hits filed as inhibitors. 230,000 compounds, 0.44% hits. AID 880; active = well fitted inhibition curve with a large enough effect, not every such curve was filed as active; inactive = no such curve, though single readings can be large or run the other way; also: % is scaled to controls: 0 for no effect and ±100 for the full control effect; nearly all actives have a fitted effect of over 30% in size; many of its hits are not listed in these tables
TR SRC2 fluor cs – counter-screen for TRb-SRC2 inhibitors: fluorescence interference; TRb/SRC2 Texas Red total fluorescence interference; Potency, µM (highest dose often 106 µM), for the others: at the highest dose fluorescence change, negative = quenching; 280,000 compounds, 0.29% hits; AID 1479; active = well fitted curve in either direction with a large enough effect; inconclusive = small, poorly fitted or top-dose-only effect; also: % is scaled to controls: 0 for no effect and ±100 for the full control effect
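Human TRβ ligand-binding domain (0.6 uM) and Texas Red SRC2 peptide (20 nM) in Tris buffer with 1 uM T3 and 5% DMSO were incubated with pinned compound for 5 hr at ambient temperature. Total fluorescence was computed as S + 2P (555/632 nm).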
LMNA splice mod – LMNA splicing modulation; HeLa LMNA splicing GFP/RFP minigene ratio, 48 h; Potency, µM (titrated, usually from 46.1 µM), inactives show at the highest dose ratio change, negative = inhibition, usual class: inhibitors; 200,000 compounds, 0.01% hits; AID 1487; active = well fitted inhibition curve with a large enough effect in the signal ratio, with a control signal flat, not every such curve was filed as active; inconclusive = small, poorly fitted or top-dose-only effect, or effect the other way, or a change in a side signal; the % refers to the signal ratio; also: % is scaled to controls: 0 for no effect and ±100 for the full control effect
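Read-out is the ratio of GFP to DsRed2 object intensity, acquired by 488 nm laser-scanning cytometry on HeLa lamin A-EGFP minigene reporter cells. Compound incubation 48 hrs at 37 °C in Opti-MEM with 2% FBS; DMSO 0.5% final.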
RECQ1 inh – RECQ1 (human) helicase inhibition; P46063; RECQ1 DNA unwinding, red fluorescence kinetic read; Potency, µM (doses to about 57.3 µM), inactives show at the top dose activity, negative = inhibition, usual class: inhibitors; 240,000 compounds, 0.54% hits;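 also: plate controls were vehicle for no effect and no enzyme for full effect; nearly all actives have a fitted effect of over 30% in size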
Target sequence (P46063 whole entry, looked up): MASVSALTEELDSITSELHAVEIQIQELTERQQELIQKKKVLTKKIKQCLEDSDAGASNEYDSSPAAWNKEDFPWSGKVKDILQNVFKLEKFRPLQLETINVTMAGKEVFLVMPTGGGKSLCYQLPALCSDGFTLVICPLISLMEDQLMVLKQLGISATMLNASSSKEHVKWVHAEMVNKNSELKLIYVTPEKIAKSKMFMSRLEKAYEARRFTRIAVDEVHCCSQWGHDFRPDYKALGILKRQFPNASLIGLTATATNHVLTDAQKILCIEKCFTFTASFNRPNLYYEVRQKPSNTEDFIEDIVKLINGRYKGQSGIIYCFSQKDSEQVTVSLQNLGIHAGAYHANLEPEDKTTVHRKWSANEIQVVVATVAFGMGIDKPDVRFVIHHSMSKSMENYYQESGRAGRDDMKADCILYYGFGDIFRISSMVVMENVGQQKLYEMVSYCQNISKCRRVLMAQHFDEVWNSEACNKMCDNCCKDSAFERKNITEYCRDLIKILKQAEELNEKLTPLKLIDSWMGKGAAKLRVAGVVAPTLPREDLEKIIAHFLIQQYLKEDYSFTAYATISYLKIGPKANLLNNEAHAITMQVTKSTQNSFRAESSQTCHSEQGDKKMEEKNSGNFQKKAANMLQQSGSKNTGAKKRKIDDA
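RECQ1T1 50 nM; forked duplex (20 bp + 30-nt ss tails) 200 nM, ATP 2 mM final; pH 8.0, 2 mM MgCl2, 2.5 ug/ml poly(dI-dC); 15 min compound preincubation; discontinuous kinetic read over 2 h at RT.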
* = called active by the depositor; i = inactive; ? = inconclusive; nt = not tested or not shown; & = joins results of further samples; [ ] = dose if it differs, or a comment. Unless noted, calls follow the shape of the dose curve; as a rule, active = well fitted curve in the direction sought with a large enough effect; inconclusive = small, poorly fitted or top-dose-only effect, or another doubt; inactive = no such curve, though single readings can be large; an effect the other way counts as inactive or inconclusive. Potency is read from the fitted curve at half-maximal effect.

#	SMILES	ALDH1A1 inh	KDM4E inh	GoLoco inh red	RECQ1 inh
1	CCCCNC(=O)CCC(=O)Nc1ccc2nc(N3CCC(C)CC3)cc(C)c2c1	?	?	15%	1%
2	CC(=O)Nc1ccc(N2CCOCC2)c(Cl)c1	4%	10%	4%	i
3	COc1ccc(CCCc2nnc(SCC(=O)NN)o2)cc1	7.9µM*	7%	5%	-18%
4	O=C(Nc1ccccc1N1CCOCC1)c1ccc(N2CCOCC2)c([N+](=O)[O-])c1	?	0%	8%	i
5	CCCCOc1cccc(NC(=O)CSc2nncn2C)c1	5%	-9%	-11%	-13%
6	CCNc1ncc2nc(-c3cc(F)cc(F)c3)c(=O)n(C)c2n1	?	nt	19%	-11%
7	O=C(CSc1nc2ccccc2s1)Nc1ccc2c(c1)oc1ccccc12	25µM*	-8%	5%	-15%
8	CC(=O)NCC(=O)OCc1ccc([N+](=O)[O-])cc1	9%	1%	2%	2%
9	CCCN(Cc1ccccc1)C(=S)NC(=O)c1ccccc1[N+](=O)[O-]	-13%	1%	13%	i
10	OC(COc1ccccc1Cl)CN1CCN(CC(O)COc2ccccc2Cl)CC1 (stereo not drawn)	4%	4%	-8%	-1%
11	COc1ccccc1NC(=O)C(CC=C(Cl)Cl)C(C)=O (stereo not drawn)	-79%	-2%	-28%	2%
12	Cc1cc(/C=C(/C#N)C(=O)Nc2ccc(Cl)cc2)c(C)n1-c1cccnc1	-2%	?	5%	-11%
13	CCS(=O)(=O)N1CCCC(C(=O)NCCc2ccc(OC)c(OC)c2)C1 (stereo not drawn)	5%	8%	-11%	-17%
14	C=CCNC(=O)c1ccccc1NC(=O)Cc1ccccc1[N+](=O)[O-]	7%	-5%	nt	0%
15	CCc1ccc(C2=NN(C(C)=O)C(c3ccco3)C2)cc1 (stereo not drawn)	-7%	0%	1%	i

#	LMNA splice mod	TR SRC2 fluor cs	TRb SRC2 PPI	SMN2 splice up
1	?	0%	-6%	-20%
2	-6%[46 µM]	0%	-2%	-6%
3	nt	-1%	3%	-7%
4	nt	-1%	-4%	21%
5	10%	-2%	2%	-1%
6	9%	nt	nt	nt
7	-12%	-5%	1%	11µM*
8	13%	-3%	-5%	-3%
9	?	-3%	3%	-8%
10	0%	1%	9%	-21%
11	?	-3%	-5%	-8%
12	-9%	0%	-2%	-12%[1.84 µM]
13	13%	3%	-9%	-1%
14	-6%	-6%	-4%	nt
15	nt	-1%	5%	13µM*

Remaining list, next part:
#	SMILES	ALDH1A1 inh	KDM4E inh	GoLoco inh red	RECQ1 inh
16	Cc1nc2c(=O)n(C)c(=O)[nH]c2n1Cc1ccccc1	-3%	?	-1%	12%
17	O=C(Nc1cnc2sccn2c1=O)c1ccc(Cl)cc1Cl	2%	14%	-13%	i
18	COc1ccccc1[C@@H]1C(c2ccc(F)cc2)=NN(c2ccccc2)[C@H]1C(=O)N1CCOC1=O	?	-3%	8%&0%	-2%
19	Cc1ccc(S(=O)(=O)N(C(=O)c2ccco2)c2cc3sc(=O)oc3c3ccccc23)cc1	32µM*	14µM*	0%	i
20	COc1ccc(-c2nc3n(c(=O)c2C#N)CCCS3)cc1	?	?	57%[activator]	-1%
21	COc1ccc(C(=O)CCN2CCN(c3ccccc3OC)CC2)cc1	0.14µM*	-6%	-2%	i
22	CCN(CC)S(=O)(=O)c1cccc(C(=O)NC(C(=O)NC2=NCCS2)C(C)C)c1 (stereo not drawn)	-5%	2%	-1%	6%
23	C=CCn1c(Oc2cc(C)ccc2C)nc2c1c(=O)n(C)c(=O)n2C	10%	-1%	9%	-2%
24	CCc1ccc(N(C(C)=O)C2C=CS(=O)(=O)C2)cc1 (stereo not drawn)	5%	1%	2%	-1%
25	Cc1ccc(-n2nc(C)c3onc(C)c3c2=O)cc1	-1%	-3%	5%	-5%
26	O=C(O)c1ccc(Nc2cnc3ccccc3n2)cc1	-2%	-6%	1%	0%
27	COc1ccc(-c2csc3nc(C)n(-n4cccc4)c(=O)c23)cc1OC	11%	9%	5%	i
28	CCOc1ccc2nc(NCCCNS(=O)(=O)c3ccc(C)cc3)c(C#N)cc2c1	?	4%	8%	-5%
29	CC(C)CC(NC(=O)C(NC(=O)OC(C)(C)C)C(C)C)C(=O)N1CCCC1C(N)=O (stereo not drawn)	7%	0%	4%	4%
30	CC1(C)CC(=O)C2=C(C1)NC(SCC(N)=O)=C(C#N)C21CCCCC1	?	?	11%	i

#	LMNA splice mod	TR SRC2 fluor cs	TRb SRC2 PPI	SMN2 splice up
16	-2%	1%	-4%	1%
17	5%	2%	-14%	8.9µM*
18	-7%	-5%&2%	0%&2%	-7%
19	-5%	-5%	-4%	-112%[inhibitor]
20	10%	0%	10%	-41%[inhibitor]
21	nt	-3%	-8%	6%
22	?	-8%	-3%	-16%
23	8%	-1%	-9%	2%
24	8%	-5%	-1%	-16%
25	nt	-9%	-3%	nt
26	nt	-1%	2%	229%
27	-11%	2%	1%	29%
28	-9%	-1%	-3%	-9%
29	-3%	-1%	-3%	14%
30	9%	-1%	-14%	-3%

A few values from the results shown.
Entry of #18 in GoLoco inh red: 8%&0%
Entry of #17 in ALDH1A1 inh: 2%
Entry of #29 in GoLoco inh red: 4%

Three compounds drawn at random from the list so far, as already listed:
#	SMILES	ALDH1A1 inh	KDM4E inh	GoLoco inh red	RECQ1 inh
23	C=CCn1c(Oc2cc(C)ccc2C)nc2c1c(=O)n(C)c(=O)n2C	10%	-1%	9%	-2%
25	Cc1ccc(-n2nc(C)c3onc(C)c3c2=O)cc1	-1%	-3%	5%	-5%
26	O=C(O)c1ccc(Nc2cnc3ccccc3n2)cc1	-2%	-6%	1%	0%

#	LMNA splice mod	TR SRC2 fluor cs	TRb SRC2 PPI	SMN2 splice up
23	8%	-1%	-9%	2%
25	nt	-9%	-3%	nt
26	nt	-1%	2%	229%

(continued)
#	SMILES	ALDH1A1 inh	KDM4E inh	GoLoco inh red	RECQ1 inh
31	CCCCC(c1nnnn1CC1CCCO1)N1CCN(Cc2ccccc2)CC1 (stereo not drawn)	?	9%	0%	-4%
32	COC(=O)Cc1ccc(NC(=S)NCC(C)C)cc1	?	3%	-5%	-2%
33	CCOC(=O)NC(=O)C(=CNc1ccc(C)cc1)C(=O)NC(=O)OCC	-2%	5%	-1%	2%
34	Oc1ccccc1-c1nc(N2CCN(Cc3ccccc3)CC2)c2ccccc2n1	?	-3%	3%	6%
35	CCOCCCN1C(=O)CN(C2CCCCCC2)C(=O)C1c1ccc(OC)cc1 (stereo not drawn)	-24%	-5%	-5%	i
36	COc1ccc(C2CC(c3ccccc3)=NN2C(=O)CN2CCN(Cc3ccccc3)CC2)cc1 (stereo not drawn)	-5%	5%	11%	i
37	NCCc1nnc(SCc2c(F)cccc2Cl)o1	?	-5%	2%	-1%
38	Cc1cnc(NC(=O)CSC(=S)N2CCOCC2)s1	?	-1%	3%	-3%
39	Cc1onc(-c2ccccc2Cl)c1C(=O)Nc1ccc(-c2cn3cccnc3n2)cc1	?	?	13%	i
40	COc1ccccc1C(O)Cc1nc2ccccc2n1C (stereo not drawn)	-7%	7%	4%	-3%
41	N=C(C[C@@H](O)COc1ccccc1-c1ccccc1)N1CCCCC1	5%	8%	5%	-6%
42	CCOC(=O)N1CCC(NC(=O)CCc2nc(-c3ccc(C)cc3)no2)CC1	-9%	1%	-4%	-1%
43	CN(CC(=O)Nc1ccccc1Sc1ccccc1)Cc1nc2ccccc2c(=O)[nH]1	?	4%	6%	-2%
44	Cc1ccc(OCC(=O)N/N=C/c2cn[nH]c2-c2ccc(Cl)c(Cl)c2)cc1	0%	-1%	5%	-11%
45	CC(NS(=O)(=O)c1ccccc1)C(=O)Nc1nccs1 (stereo not drawn)	-3%	13%	-11%	i

#	LMNA splice mod	TR SRC2 fluor cs	TRb SRC2 PPI	SMN2 splice up
31	3%	-6%	-1%	5%
32	-11%	-3%	1%	nt
33	12%	-5%	-1%	5%
34	3%	-5%	-1%	-14%
35	5%	2%	-3%	-11%
36	nt	0%	6%	9%
37	-3%	-4%	8%	12%
38	nt	2%	0%	nt
39	-9%	0%	-15%	-19%
40	-2%	-7%	-1%	2%
41	nt	1%	4%	nt
42	?	-7%	-11%	-11%
43	?	-8%	-1%	nt
44	?	-4%	-4%	-22%
45	?	0%	5%	-8%

(listing goes on)
#	SMILES	ALDH1A1 inh	KDM4E inh	GoLoco inh red	RECQ1 inh
46	CCCCNC(=O)Nc1nnc(-c2ccccc2)o1	?	?	-2%	i
47	CCOC(=O)c1ccc(NC(=S)N(CCCN2CCCC(C)C2)Cc2cccs2)cc1 (stereo not drawn)	15%	-1%	4%	-4%
48	Cc1ccc(CNC(=O)NC23CC4CC(CC(C4)C2)C3)cc1	1%	1%	3%	-15%
49	Cc1c(Cl)cccc1NC(=S)NCCc1ccccn1	1%	-6%	7%	-10%
50	COc1ccccc1NC(=O)CN(c1ccccc1F)S(C)(=O)=O	-4%	5%	11%	-9%
51	CCN(C(=O)CCCC(=O)N(CC)c1ccccc1)c1ccccc1	4%	-1%	12%	-6%
52	CC(C)CC(C(=O)NC1CCCC1)N(Cc1ccc2c(c1)OCO2)C(=O)c1snc(C(N)=O)c1N (stereo not drawn)	?	?	-1%	i
53	O=C(O)CCC(=O)Nc1cc(C(F)(F)F)cc(C(F)(F)F)c1	8%	15%	2%	i
54	COc1cc(-c2nc3c(c(C)nn3-c3ccccc3)c3cc(OC)c(OC)cc23)ccc1O	?	-15%	-4%	-1%

#	LMNA splice mod	TR SRC2 fluor cs	TRb SRC2 PPI	SMN2 splice up
46	-3%	-7%	-6%	7%
47	?	-1%	-4%	-18%
48	?	1%	-4%	-20%
49	nt	0%	-5%	nt
50	-12%	-1%	-10%	13%
51	?	-1%	-6%	-1%
52	?	-2%	-3%	-7%
53	?	-4%	3%	nt
54	9%[0.0737 µM]	0%	6%	nt

The list is partial; count on the stated rates, not on these rows.
